Bioassay records as filed in PubChem.
GSIS activator = GLuc luminescence reporter in INS-1E cells, primary screen for activators of glucose-dependent secretion of insulin; INS-1E GLuc reporter insulin secretion, 2-3 h; activation, % at 16.6 µM; 370,000 compounds, 0.61% hits; AID 743287, 2014;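 active = lowest replicate activation of at least 40%, so every replicate reaches that level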;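 also: 0% = median of neutral control wells and 100% = median of IBMX positive control wells; some compounds called inactive have numbers as strong as hits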
PGC1a acetyl inh = inhibitors of PGC1a acetylation signal, primary screen, cell-based, U2OS, AlphaScreen, inhibitor mode | AlphaScreen anti-acetyl-lysine; with virally co-expressed GCN5 acetyltransferase | inhibition, % at 15.6 µM | 350,000 compounds, 0.17% hits | AID 651687, 2012;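 active = every replicate shows inhibition of at least 40%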;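 also: 0% = neutral control wells and 100% = positive control wells; some results beyond the cut were filed as inactive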
Cneo AK release = Cryptococcus neoformans cell lysis inducers, primary screen, AK release luminescence, single concentration. 360,000 compounds, 0.2% hits. C. neoformans lysis, adenylate kinase release luminescence, 4 h; normalised: neutral wells 0, clomiphene wells 100. lysis activity, % at 15 µM;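 active = mean lysis activity across replicates of at least 80%, whatever share of replicates individually reach that level; inactive = mean lysis activity below 80%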
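Material – Cryptococcus neoformans yeast cells · Quantity – 5 × 10^6 yeast cells/mL · Buffer or medium – YPD medium · Compound – single dose · Timing – 4 h static compound exposure, 37 °C, read 1 h post-reagent · Signal – adenylate kinase release luminescence · Read-out basis – lysis from increased AK signal · Benchmarks – Clomiphene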
PAX8 reporter = inhibitors of PAX8-driven TPO luciferase reporter, primary screen, RMG-I cells, single concentration | inhibition, % at 12.6 µM | 360,000 compounds, 1.2% hits | SteadyGlo, 24 h;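 active = mean replicate inhibition at least 60% with every replicate also reaching 60%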;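 also: luciferase light reporting Pax8 driven TPO promoter activity; plate controls were median of neutral control wells for no effect and mitoxantrone controls for full effect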
ARNT-TACC3 inh = disruptors of ARNT/TACC3 protein interaction, primary screen, biochemical, AlphaScreen, single concentration | AlphaScreen His-ARNT PAS-B/GST-TACC3 binding, luminescence; TACC3 fragment carries E629A point mutation | inhibition, % at 9.99 µM | 390,000 compounds, 0.66% hits | AID 623870, 2012;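 active = mean inhibition of replicates at least 50% and at least half of replicates each reaching 50%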;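 also: 0% = complete ARNT plus TACC3 wells and 100% = ARNT alone without TACC3; many hits fall short of the cut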
LGR2 antag = inhibitors of bursicon-induced LGR2 CRE-luciferase signal, primary screen, cell-based, HEK293, CRE-luciferase reporter, bursicon stimulation; bursicon-stimulated, 4 h; inhibition, % at 9.99 µM; 380,000 compounds, 0.35% hits;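 active = drop in luminescence signal, shown as inhibition above about 50% in the replicate tests, limit read from the data, passing the limit was not always enough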;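 also: agonist challenge used bursicon conditioned medium at about half maximal strength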
PglD DTNB = C. jejuni PglD acetyltransferase inhibitors, primary screen, biochemical, DTNB colorimetric, single point; inhibition, % at 12.5 µM; UDP-N-acetylbacillosamine N-acetyltransferase PglD (Campylobacter jejuni); AID 602405, 2012; purified PglD enzyme, DTNB colorimetric CoA detection; 360,000 compounds, 0.098% hits; in the data active = inhibition above about 16%, passing the limit was not always enough; also: strong numbers were not always called active
C2C12 statin = suppressors of statin myotoxicity in C2C12 myotubes, primary screen, cell-based, single point, plate reader | 330,000 compounds, 0.78% hits | C2C12 myotubes + simvastatin, ATP luminescence, 48 h; scaled: DMSO 0, geranylgeraniol control 100 | rescue of ATP level, % at 7.49 µM;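 active = mean ATP rescue above about 67%, or every replicate alone reaching that limit, limit read from the data, passing the limit was not always enough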;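 also: myotubes were challenged with 10 µM simvastatin during compound exposure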
* marks the source's active call; other numbers are inactive results; nt = no result given; & = joins results of further samples.

SMILES | GSIS activator | PGC1a acetyl inh | Cneo AK release | PAX8 reporter | ARNT-TACC3 inh | LGR2 antag | PglD DTNB | C2C12 statin
CCCNC(=O)NC(=O)COC(=O)c1cccc(NS(=O)(=O)c2ccc(F)c(F)c2)c1 | nt | nt | 4 | 18 | -9 | nt | 3 | nt
CCCCN1CC(=O)N2[C@H]3c4cc(C)ccc4OC[C@@H]3[C@H](C(=O)OCC)[C@]2(C)C1=O | 12 | -2 | 2 | -18 | -9 | 5 | 0 | -6
CN(Cc1ccco1)C(=O)c1cccc(S(=O)(=O)N2CCN(Cc3ccccc3)CC2)c1 | nt | 7 | 2 | -27 | nt | 2 | -4 | 7
COCCn1c(N)c(N(Cc2ccccc2)C(=O)c2ccc3ccccc3c2)c(=O)[nH]c1=O | 4 | 0 | 1 | 19 | -9 | 5 | 1 | -12
CN(CC(=O)O)C(=O)c1ccccc1 | 6 | -5 | 1 | nt | -8 | 26 | 0 | 2
COc1cccc(CN(C)CC2CCCN(CCc3ccccc3C)C2)c1 (stereo not given) | -30 | nt | 0 | 3 | 7 | 6 | -3 | -6
O=C(C[C@H]1CC[C@H](NC(=O)C2CC2)[C@@H](CO)O1)Nc1ccccc1 | -1 | -2 | -1 | nt | 15 | -13 | -1 | -5
O=C(CC1CC1)N1[C@H](CO)[C@@H](c2ccccc2)C12CN(Cc1ccncc1)C2 | 23 | 0 | nt | -14 | nt | 11 | nt | nt
C[C@H](NC(=O)C[C@@H]1CC[C@H](NC(=O)C2CCOCC2)[C@H](CO)O1)c1ccccc1 | 5 | -5 | 14 | 0 | -5 | 3 | 2 | 0
Cc1ccc(C)c(NC(=S)N2CCN(CCO)CC2)c1 | 20 | nt | nt | -7 | 4 | 2 | nt | nt
C[C@@H]1CN([C@@H](C)CO)C(=O)c2cccc(NC(=O)C3CC3)c2O[C@H]1CN(C)CC1CC1 | 3 | 4 | -2 | -10 | 24 | 6 | -17 | -23
Cc1ccc(NC(=O)N2CCCC2C(=O)NCc2ccc(Cl)cc2)cc1 (stereo not given) | 7 | 10 | 2 | -5 | -4 | 25 | 2 | -2
CN1CCN(NC(=O)c2cc(S(=O)(=O)Nc3ccc(Cl)cc3)ccc2Cl)CC1 | 17 | -3 | nt | 6 | -2 | -10 | nt | nt
CCOc1ccc(C(=O)N2CCCCCC2)cc1 | nt | 2 | 1 | nt | -1 | nt | -17 | -1
C[C@@H]1CN([C@@H](C)CO)C(=O)c2cccc(NC(=O)C3CCOCC3)c2O[C@@H]1CN(C)Cc1ccc(Oc2ccccc2)cc1 | -9 | -2 | -3 | 8 | 11 | 0 | 6 | 16
CC12CCC(=O)C=C1CCC1C2CCC2(C)C(c3csc(N)n3)CCC12 (stereo not given) | 4 | -35 | -2 | 30 | 12 | 8 | 4 | -18
O=C(CC(Cc1ccccc1)C(=O)O)Nc1cccc(C(F)(F)F)c1 (stereo not given) | -4 | 8 | -2 | 13 | 30 | 7 | -1 | 6
O=C(Nc1ccc(-c2nc3ccccc3o2)cc1)c1ccc(N2C(=O)C3C4C=CC(C4)C3C2=O)cc1 (stereo not given) | 20&12 | 8 | 1 | nt | -8 | 0&-19 | 9 | -49
Cc1ccc(S(=O)(=O)Nc2ccc3c(c2)CC(=O)N([C@H](C)CO)C[C@H](C)[C@@H](CN(C)C(=O)NC2CCCCC2)O3)cc1 | 11 | 3 | -2 | 4 | -7 | -2 | -3 | 19
O=C(CN(C(=O)c1csnn1)c1ccc(Cl)cc1)NCc1ccc2c(c1)OCO2 | 4 | -7 | nt | -10 | 2 | -15 | nt | 5
C[C@H](NC(=O)C1(c2ccccc2)CCN(C(=O)[C@H]2CSCN2C(=O)OC(C)(C)C)CC1)C(=O)O | nt | -3 | -15 | 15 | 0 | nt | -4 | -2
CC1Cc2ccccc2N1C(=O)COC(=O)c1ccc(Br)o1 (stereo not given) | 5 | nt | nt | -7 | 27 | -6 | nt | nt
CC1(C)C(=O)NCCN1C(=O)c1ccc2nc(Cc3ccccc3F)oc2c1 | 0 | nt | 5 | 14 | -7 | -18 | -4 | 0
C[C@@H]1CN([C@H](C)CO)C(=O)c2cc(NS(=O)(=O)c3ccc(Cl)cc3)ccc2O[C@@H]1CN(C)C(=O)Nc1ccccc1 | 0 | 17 | -1 | 18 | 5 | 8 | 1 | 82*
CN1CC(=O)N2C(c3cccc([N+](=O)[O-])c3)c3[nH]c4ccccc4c3C[C@H]2C1=O (stereo not given in full) | 11 | nt | -2 | 8 | -8 | 6 | 2 | 21

Three neighbouring entries out of the list so far:
SMILES | GSIS activator | PGC1a acetyl inh | Cneo AK release | PAX8 reporter | ARNT-TACC3 inh | LGR2 antag | PglD DTNB | C2C12 statin
Cc1ccc(S(=O)(=O)Nc2ccc3c(c2)CC(=O)N([C@H](C)CO)C[C@H](C)[C@@H](CN(C)C(=O)NC2CCCCC2)O3)cc1 | 11 | 3 | -2 | 4 | -7 | -2 | -3 | 19
O=C(CN(C(=O)c1csnn1)c1ccc(Cl)cc1)NCc1ccc2c(c1)OCO2 | 4 | -7 | nt | -10 | 2 | -15 | nt | 5
C[C@H](NC(=O)C1(c2ccccc2)CCN(C(=O)[C@H]2CSCN2C(=O)OC(C)(C)C)CC1)C(=O)O | nt | -3 | -15 | 15 | 0 | nt | -4 | -2

Next section:
SMILES | GSIS activator | PGC1a acetyl inh | Cneo AK release | PAX8 reporter | ARNT-TACC3 inh | LGR2 antag | PglD DTNB | C2C12 statin
COc1ccc(-n2c(=O)c(CCC(=O)N3CCN(c4cccc(OC)c4)CC3)nc3ccccc32)cc1 | -18 | 4 | -6 | 6 | nt | 0 | 4 | 11
Cc1noc(C)c1COc1ccc(C(=O)NCCc2ccc(F)cc2)cc1 | 34 | -7 | 1 | -14 | 6 | -34 | -3 | -5
Cc1ccsc1C(=O)N1CCC1(C)C(=O)NCCC#N (stereo not given) | 4 | -16 | -2 | -5 | nt | -3 | 1 | 2
CCS(=O)(=O)NCC[C@@H]1CC[C@@H](NS(=O)(=O)c2cccc(F)c2)[C@H](CO)O1 | 7 | 10 | -1 | -4 | -5 | -1 | 2 | -7
CO[C@@H]1CN(C)C(=O)c2cc(NC(=O)C3CC3)ccc2OC[C@H](C)N(Cc2ccccc2)C[C@@H]1C | 1 | 10 | 0 | nt | 3 | -4 | -1 | -4
C[C@H](CO)N1C[C@H](C)[C@@H](CN(C)Cc2ccc(C(=O)Nc3ccccc3N)cc2)Oc2ccc(NC(=O)C3CCCCC3)cc2CC1=O | -4 | -41 | 5 | nt | nt | 14 | 8 | 7
COc1cc(NC(=O)Cc2ccccc2OC)cc(OC)c1 | nt | 2 | 0 | 16 | -5 | nt | 5 | 22
COc1cc(NC2c3ccccc3C(=O)N2Cc2ccc3c(c2)OCO3)cc(OC)c1OC (stereo not given) | -9 | -13 | 3 | 11 | 4 | -21 | -2 | 0
C[C@@H]1CN([C@@H](C)CO)C(=O)Cc2cc(NS(=O)(=O)c3cccs3)ccc2O[C@H]1CN(C)Cc1ccc(C(=O)Nc2ccccc2N)cc1 | 21 | -1 | 0 | -1 | 3 | 24 | 2 | -17
CN(C)CC(=O)N[C@@H]1CC[C@H](CCNS(=O)(=O)c2ccccc2)O[C@@H]1CO | 1 | 8 | -1 | -6 | 2 | 15 | -2 | -6
CN1CCCCN2[C@H](CO)[C@@H](c3ccc(-c4ccc(F)cc4)cc3)[C@H]2C1 | 0 | -7 | 3 | -5 | 3 | -18 | 2 | 13
COC(=O)c1ccccc1Oc1c(F)c(F)nc(N2CCOCC2)c1F | nt | 1 | 1 | nt | -7 | nt | -3 | -1
Cc1ccc2[nH]c(CN3CCC(CO)(CC4CCCCO4)CC3)c(C)c2c1 (stereo not given) | -13 | -12 | 3 | 15 | 6 | -16 | -5 | -1
CCc1cccc(C)c1NC(=O)Nc1c(Br)cnn1C | nt | 1 | -2 | nt | 2 | nt | -2 | 3
CCCn1c(N)c(N(CCOC)C(=O)CSc2ccccc2)c(=O)[nH]c1=O | -7 | 2 | 1 | -10 | -3 | -14 | 2 | -5
OC(CNCc1ccccc1F)COc1cccc2ccccc12 (stereo not given) | 3 | 1 | 0 | 9 | -4 | 7 | -2 | 6
CC(NC(=O)c1ccc(NC(=O)CC2SC(N3CCCC3)=NC2=O)cc1)c1ccccc1 (stereo not given) | -11 | -8 | -2 | -1 | 6 | -6 | 4 | -8
COc1ccc(NC(=O)Nc2ccc3c(c2)C(=O)N([C@@H](C)CO)C[C@@H](C)[C@@H](CN(C)S(=O)(=O)c2ccccc2)OCCCC[C@@H](C)O3)cc1 | 0 | -13 | -6 | -5 | 1 | -18 | 3 | nt
O=S(=O)(NCc1csc(-c2cccnc2)n1)c1cccs1 | nt | 4 | -1 | -6 | 0 | -9 | -5 | 5
COc1ccc(Cn2nnnc2C(c2cc3cccc(C)c3[nH]c2=O)N2CCOCC2)cc1 (stereo not given) | 13 | 1 | -1 | nt | -2 | -16 | 0 | 4
O=c1[nH]c2ccc(Br)cc2c(-c2ccccc2)c1CN1CCOCC1 | 0 | -9 | -1 | 20 | 23 | 10 | -1 | 2
C[C@H]1CN([C@@H](C)CO)C(=O)c2cccc(NC(=O)c3ccncc3)c2O[C@@H]1CN(C)Cc1ccc(C(=O)Nc2ccccc2N)cc1 | -1 | 17 | -1 | nt | 5 | 7 | -1 | nt
Cc1ccc2c([N+](=O)[O-])c(C)ccc2n1 | nt | nt | -1 | -10 | 0 | nt | -3 | nt
C[C@H](O)C#Cc1ccc2c(c1)O[C@@H](CN(C)C(=O)C1CC1)[C@@H](C)CN([C@H](C)CO)S2(=O)=O | 11 | 2 | 1 | nt | -8 | 8 | 1 | -21
CCn1nnnc1SCC(=O)c1ccc(C)cc1C | nt | -6 | -5 | nt | -11 | nt | -6 | 122*

Four structures from above, ordered by SMILES length, falling.
SMILES | GSIS activator | PGC1a acetyl inh | Cneo AK release | PAX8 reporter | ARNT-TACC3 inh | LGR2 antag | PglD DTNB | C2C12 statin
COc1ccc(NC(=O)Nc2ccc3c(c2)C(=O)N([C@@H](C)CO)C[C@@H](C)[C@@H](CN(C)S(=O)(=O)c2ccccc2)OCCCC[C@@H](C)O3)cc1 | 0 | -13 | -6 | -5 | 1 | -18 | 3 | nt
CCS(=O)(=O)NCC[C@@H]1CC[C@@H](NS(=O)(=O)c2cccc(F)c2)[C@H](CO)O1 | 7 | 10 | -1 | -4 | -5 | -1 | 2 | -7
COc1cc(NC(=O)Cc2ccccc2OC)cc(OC)c1 | nt | 2 | 0 | 16 | -5 | nt | 5 | 22
CCn1nnnc1SCC(=O)c1ccc(C)cc1C | nt | -6 | -5 | nt | -11 | nt | -6 | 122*
